CCT modulator – changes cytosolic chaperonin activity; activity change, % (concentration not given with the values), hits read low; purified chaperonin ATPase assay, HTRF ADP detection, 30 min; 360,000 compounds, 0.3% hits; in the data active means activity change below about -30%; further: on the % scale 0 is the no-effect control and ±100 the full control effect
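TRiC (40 or 20 nM final, by batch activity) in 30 mM Tris pH 7.4, 100 mM KCl, 5 mM MgCl2, 1 mM DTT was treated with compound at 76 uM single dose, then 10 uM ATP, 30 min at 37 °C. ADP was read by HTRF Transcreener.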
Abeta rescue – restores growth of yeast expressing A-beta42 peptide. yeast expressing A-beta42, growth rescue, OD600, 48 h; response scale: 0% DMSO, 100% iron-clioquinol control. Potency, µM (series often up to 46.1 µM), for inactives: at the highest dose growth rescue, usual class: activators. 410,000 compounds, 0.063% hits. AID 1347071; further: potency means the concentration at half of the fitted maximal effect; nearly all actives have a fitted effect of over 55% in size
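Yeast growth medium received pinned compounds, then yeast cells expressing toxic A-beta were added; plates incubated at 30 C for 48 hr. Growth read as absorbance at 600 nm, normalized to DMSO and equimolar FeCl3 plus clioquinol controls.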
HepG2 tox – kills HepG2 cells in TGF-b inhibitor counter-screen; HepG2 CAGA-GFP viability, ATP luminescence, 18 h; Potency, µM (top dose mostly 46.1 µM), for inactives: top-dose activity change, negative = cytotoxicity, usual class: cytotoxic; 410,000 compounds, 0.76% hits; further: potency means the concentration at half of the fitted maximal effect; some results filed as inactive show a strong effect at the top dose
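HepG2 CAGA-GFP cells (1000/well, DMEM with 1% FBS) received compound, then TGF-beta at 500 pg/mL final, and were incubated 18 hours at 37 degrees C. Viability was read by CellTiter-Glo luminescence. Media-only wells were set as complete cell-killing and DMSO as no toxicity.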
Nrf2 activator – activators of Nrf2 (ARE) signaling; AREc32 ARE-luciferase reporter (MCF7-derived line), luminescence, 24 h; Potency, µM (doses to about 46.1 µM), without a hit: top-dose activation, most hits filed as activators; 410,000 compounds, 0.31% hits; further: potency means the concentration at half of the fitted maximal effect; % of control where 0% means no effect; nearly all actives have a fitted effect of over 65% in size
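Luciferase luminescence (Steady-Glo, 30 min at room temperature) served as the read-out of ARE activation in AREc32 cells treated with compounds for 24 hr at 37 deg C.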
A549 tox – A549 cytotoxicity, counter-screen for Nrf2 inhibitors | A549 ARE-Fluc cells, CellTiter-Fluor viability, 18-24 h | 390,000 compounds, 0.16% hits | Potency, µM (series often up to 46 µM), for inactives: at the top dose activity change, negative = cytotoxicity, hits mostly inhibitors; further: potency means the concentration at half of the fitted maximal effect; on the % scale 0 is the no-effect control and ±100 the full control effect
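A549 ARE-Fluc cells in 5% FBS OPTI-MEM, 5000 cells/well, rested 2 h then exposed to compounds in concentration-response for 18-24 h at 37 °C. Viability by CellTiter-Fluor fluorescence (Ex 405/Em 525) after 30 min; luciferase luminescence (BugLite, 15 min, RT) read afterwards.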
Akt phos inh – inhibitors of Akt phosphorylation; Neuro2A IGF-stimulated pAkt S473 HTRF, 20 min; hits give low values; activity change, % for hits at 50 µM; 360,000 compounds, 0.32% hits; AID 651550; in the data active means activity change below about -80%; inconclusive means mostly about -51% to -80%; further: on the % scale 0 is the no-effect control and ±100 the full control effect
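Neuro2A cells (4,500/well, DMEM with 0.5% FBS) were treated with compound at a single 50 µM final concentration, stimulated with 6 nM IGF for 20 min at 37 °C, and lysed. Phospho-Akt Ser473 was read by HTRF as 665/615 ratio ×10^4.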
Mm-Cpn inhibitor – M. maripaludis TRiC chaperonin inhibition; 330,000 compounds, 0.031% hits; purified Mm-Cpn ATPase, ADP Transcreener TR-FRET; Potency, µM (top dose mostly 76.9 µM), without a hit: at the top dose activity, negative = inhibition, hits mostly inhibitors; further: potency means the concentration at half of the fitted maximal effect; on the % scale 0 is the no-effect control and ±100 the full control effect; nearly all actives have a fitted effect of over 80% in size
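ATP (10 uM final) was added to archaeal chaperonin (25 nM final) after 10 min exposure to test compound at 37°C; after 30 min further incubation, ADP was detected by competitive TR-FRET.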
Nrf2 inh – Nrf2 pathway inhibition | A549 ARE-Fluc reporter, luciferase luminescence, 18-24 h | Potency, µM (titrated, usually from 46 µM), for the others: at the highest dose activity change, negative = inhibition, actives largely listed as inhibitors | 360,000 compounds, 2.1% hits | AID 504444; further: potency means the concentration at half of the fitted maximal effect; on the % scale 0 is the no-effect control and ±100 the full control effect; nearly all actives have a fitted effect of over 60% in size
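Two sequential reads on A549 ARE_Fluc cells exposed to compound for 18-24 h: a CellTiter-Fluor fluorescence read for viability, then a luciferase luminescence read for Nrf2/ARE activity.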
TGFb SMAD3 inh – inhibitors of TGF-b signaling | HepG2 CAGA-GFP TGF-b/SMAD3 reporter, GFP fluorescence, 18 h; TGF-beta stimulated, 500 pg/mL final | Potency, µM (top dose mostly 46.1 µM), for inactives: at the highest dose activity, negative = inhibition, hits mostly inhibitors | 410,000 compounds, 1.2% hits; further: potency means the concentration at half of the fitted maximal effect; on the % scale 0 is the no-effect control and ±100 the full control effect; nearly all actives have a fitted effect of over 65% in size
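Inhibition of TGF-beta-driven CAGA-GFP reporter expression in HEPG2 cells is measured by cellular GFP fluorescence after 18 h stimulation with 500 pg/mL recombinant TGF-beta in 1% FBS medium at 37 degrees C.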
Active calls of the source: *; i = inactive; ? = inconclusive; . = no result given. Unless noted, the call rests on the fitted dose curve; in most records, active means well fitted curve in the direction sought with a large enough effect; inconclusive means small, poorly fitted or top-dose-only effect, or another doubt; inactive means no such curve, though single readings can be large; an effect the other way counts as inactive or inconclusive.

Second line of a record: CCT modulator, Abeta rescue, HepG2 tox, Nrf2 activator, A549 tox, Akt phos inh, Mm-Cpn inhibitor, Nrf2 inh, TGFb SMAD3 inh
1	CCS(=O)(=O)N1Cc2ccccc2CC1C(=O)NC(C)C12CC3CC(CC(C3)C1)C2 (stereo not drawn)
  -2.2, -1%, -1%, -0.7%, 0%, i, 0%, -30%, 0%
2	CCCn1c(=O)c(C(=O)NCc2ccccc2OC)c(O)c2ccccc21
  -1.7, 1%, 3%, -0.3%, 0%, i, 0%, 0%, 3%
3	CCC(C)[C@H](NC(=O)NCc1cccc(OC)c1)C(=O)OC (stereo partly drawn)
  -0.7, 21%, 2%, 4.3%, -2%, i, -1%, 7%, 10%
4	O=C(/C=C/c1ccccc1Cl)Nc1ccncc1
  0.8, -12%, 0%, ?, -7%, i, 0%, 0%, 0%
5	CCCCC1=CC2=C(c3ccco3)C(=O)C(C)(OC(=O)c3ccc(OC)cc3)C(=O)C2=CN1CCCCO (stereo not drawn)
  -0.9, -3%, 8%, 0.5%, -2%, i, -2%, 5%, -9%
6	Cc1ccc(C(=O)CSC2=C(C#N)C(c3ccco3)CC(=O)N2)c(C)c1 (stereo not drawn)
  -0.4, 8%, -23%, 6.3%, -5%, i, -1%, -15%, 25%
7	COc1ccccc1/C=c1\sc2nc(-c3ccco3)nn2c1=O
  2.0, 0%, 6%, 9.0%, 7%, i, 1%, 1%, 10%
8	COc1ccc(C)cc1NC(=O)CN(C)S(=O)(=O)c1ccc2c(c1)n(C)c(=O)c(=O)n2C
  -1.2, -3%, 7%, -0.8%, -2%, i, 0%, 6%, -2%
9	Cc1cc(S(=O)(=O)N(Cc2cccs2)Cc2ccccc2F)ccc1-n1cnnn1
  -2.9, -4%, -7%, -0.1%, 5%, i, 0%, ?, -12%
10	Cc1nc(S(=O)(=O)N2CCN(c3ccccc3F)CC2)cn1C
  ., -22%, -4%, 0.1%, 6%, ., ., ., -4%
11	CCOc1ccc(C2NC(=O)NC(C)=C2[N+](=O)[O-])cc1OC (stereo not drawn)
  -1.7, -2%, -3%, 3.0%, 2%, i, 1%, -9%, 1%
12	Cc1nonc1N1CCN(Cc2cn[nH]c2-c2ccc3c(c2)OCO3)CC1
  -8.2, 5%, 2%, 0.1%, -4%, i, 1%, -5%, -1%
13	CC(NC(=O)CN(c1cccc(C(F)(F)F)c1)S(=O)(=O)c1ccc(Cl)c([N+](=O)[O-])c1)c1ccccc1 (stereo not drawn)
  -11, 10%, -100%, ?, -5%, i, 2%, 3%, ?
14	CCOC(=O)c1c(C)nc(C)c(C(=O)OCC)c1-c1ccccc1
  -0.5, -21%, 0%, 0.2%, 0%, i, -3%, 13%, 0%
15	COc1ccc(N2CCN(C(=O)c3cc(S(=O)(=O)N4CCC(C)CC4)cn3C)CC2)cc1
  ., -10%, 0%, 5.6%, -1%, ., ., ., ?
16	COc1cccc(CNC(=O)COC(=O)CCc2cc(OC)c(OC)c(OC)c2)c1
  1.0, 2%, -29%, 0.1%, 15%, i, 0%, 5%, -9%
17	CCOC(=O)C1(CC2CCCCO2)CCN(S(=O)(=O)c2ccsc2)CC1 (stereo not drawn)
  -8.4, -4%, -15%, -0.2%, 15%, i, 1%, 17%, 0%
18	CCCCCN(C(=O)CCC(=O)OCc1ccc(Cl)cc1Cl)c1c(N)n(CCCC)c(=O)[nH]c1=O
  -0.7, -5%, -2%, 0.1%, -8%, i, 0%, ?, ?
19	Cc1ccccc1N1CCN(C2CCCN(C(=O)c3ccccn3)C2)CC1 (stereo not drawn)
  -3.2, -1%, -29%, 2.3%, 19%, i, 2%, 4%, 0%
20	Cc1ccccc1C(=O)NNC(=S)NC(=O)c1ccc(Cl)cc1Cl
  -1.6, ?, -16%, 1.6%, ?, i, -1%, 23µM*, ?
21	Cc1cc(C)n2c(Nc3ccc4c(c3)OCCO4)c(CC(C)C)nc2n1
  0.8, -11%, ., 1.5%, ., i, ., ., .
22	CCN(CC(=O)Nc1ccccc1OC)C(=O)CC1CC2CCC1C2 (stereo not drawn)
  -2.1, 8%, 0%, -0.6%, -1%, i, 1%, 3%, 0%
23	O=C(O)c1cc(-c2cccc(Cl)c2)nc2nc(N3CCCCC3)sc12
  -0.1, -5%, 4%, -0.5%, -4%, i, -2%, 10%, -5%
24	O=C(c1ccc(N2CCOCC2)cc1)c1cccs1
  -1.5, 7%, -27%, -0.4%, -17%, i, -5%, ?, 5%
25	CCc1nc(N2CCN(C(C)=O)CC2)c2c3c(sc2n1)CC(C(C)(C)C)CC3 (stereo not drawn)
  0.3, 14%, -12%, 4.0%, -6%, i, 0%, 18µM*, 4%
26	C[C@H]1CN([C@@H](C)CO)C(=O)c2cc(Br)cnc2O[C@@H]1CN(C)S(=O)(=O)c1cn(C)cn1
  -0.8, 6%, -7%, 0.5%, ., i, ., ., ?
27	CCCCC1=CC2=C(c3ccco3)C(=O)C(C)(OC(=O)c3ccc(OC)cc3)C(=O)C2=CN1C1CC1 (stereo not drawn)
  -1.9, -15%, 0%, 4.6%, ?, i, -2%, -18%, -2%
28	O=C(NN=C1CCCCCCC1)c1ccc2ccccc2n1
  -1.9, 4%, -5%, 4.8%, 0%, i, 4%, ?, 5%
29	CS(=O)(=O)c1cccc(C(=O)OCC(=O)NCc2cccs2)c1
  1.3, -10%, -16%, 0.3%, -1%, i, -2%, 2%, -11%
30	NNc1nc(Nc2ccccc2)nc(Nc2ccccc2)n1
  -0.1, 5%, -9%, 7.6%, -7%, i, 0%, 24%, -1%

The list goes on, starting with the last 4 of the part before.
Second line of a record: CCT modulator, Abeta rescue, HepG2 tox, Nrf2 activator, A549 tox, Akt phos inh, Mm-Cpn inhibitor, Nrf2 inh, TGFb SMAD3 inh
27	CCCCC1=CC2=C(c3ccco3)C(=O)C(C)(OC(=O)c3ccc(OC)cc3)C(=O)C2=CN1C1CC1 (stereo not drawn)
  -1.9, -15%, 0%, 4.6%, ?, i, -2%, -18%, -2%
28	O=C(NN=C1CCCCCCC1)c1ccc2ccccc2n1
  -1.9, 4%, -5%, 4.8%, 0%, i, 4%, ?, 5%
29	CS(=O)(=O)c1cccc(C(=O)OCC(=O)NCc2cccs2)c1
  1.3, -10%, -16%, 0.3%, -1%, i, -2%, 2%, -11%
30	NNc1nc(Nc2ccccc2)nc(Nc2ccccc2)n1
  -0.1, 5%, -9%, 7.6%, -7%, i, 0%, 24%, -1%
31	Cc1ccc(Cl)c(N/C=C/C(=O)c2ccccc2)c1
  -1.3, -15%, -20%, ?, -4%, i, 1%, ?, 5%
32	CC(=O)N1c2ccc(S(=O)(=O)NCC3CCC(C(=O)Nc4ccc(C)c(C)c4)CC3)cc2CC1C (stereo not drawn)
  ., -3%, -6%, 4.7%, -12%, ., ., 21µM*, -2%
33	Cc1cc(O)c(C(C)C)cc1NC(=O)Nc1cc(Cl)ccc1Cl
  -2.8, 13%, -1%, 6.9%, 4%, i, ., 0%, -3%
34	O=C(CNC(=O)C1CCCCC1)NCCCO
  -0.8, 15%, -3%, -0.8%, -5%, i, -1%, 1%, 2%
35	CC(=O)Nc1ccc(S(=O)(=O)N(C)CC(=O)OCC(=O)N2CCc3ccccc32)cc1
  2.0, ?, 2%, -0.7%, -1%, i, -1%, 7%, -4%
36	CNc1c(NS(=O)(=O)c2cc(Cl)ccc2OC)c(=O)oc2ccccc12
  0.8, 7%, 5%, 3.9%, -2%, i, 4%, 6%, 5%
37	CCC(C)n1ncn(-c2ccc(N3CCN(c4ccc(O)cc4)CC3)cc2)c1=O (stereo not drawn)
  -0.8, -13%, 5%, 0.5%, -2%, i, 0%, ?, -12%
38	CC1CCN(C(=O)C(=O)c2cn(CC(=O)N3CCCC3)c3ccccc23)CC1
  -0.5, 5%, 0%, -1.0%, -7%, i, -9%, -11%, -7%
39	Cc1nccn1Cc1ccccc1
  -0.4, -1%, -2%, 0.4%, 2%, i, -1%, -16%, 0%
40	O=C(CSc1nc2c(oc3ccccc32)c(=O)n1-c1ccccc1F)Nc1ccccc1
  ., -5%, -9%, 3.8%, -20%, ., ., -30%, ?
41	Cc1cc(C)nc(NNC2=CC(=O)CC(C)(C)C2)n1
  1.5, -8%, -5%, 3.3%, -9%, i, 0%, 0%, -1%
42	O=C(Nc1cccc([N+](=O)[O-])c1)C1C2CCCCC21 (stereo not drawn)
  0.8, 3%, -17%, ?, -1%, i, -2%, -8%, -15%
43	CC(C)(C)C1CCc2onc(C(=O)NC3CCCC3)c2C1 (stereo not drawn)
  1.2, 7%, -6%, 0.3%, 1%, ., 1%, ., 1%
44	CC(C)(C)c1ccc(C(=O)Nc2cccnc2)cc1
  0.0, -4%, -21%, -0.5%, -3%, i, 3%, ?, -11%
45	CCOc1ccc(S(=O)(=O)NCCC(=O)NCCCSc2ccccc2)cc1
  -9.1, -5%, 1%, 5.0%, -3%, i, -1%, 3%, 0%
46	CN(CC(=O)Nc1ccc(Cl)cc1)C(=O)Cn1[nH]c(=O)c2ccccc2c1=O
  -0.9, 0%, 4%, 0.4%, -7%, i, 2%, ?, 0%
47	O=C(NCCN1CCOCC1)c1cc2c(=O)n3ccccc3nc2n1Cc1ccccc1
  -1.3, 9%, -13%, -0.8%, ?, i, -3%, -6%, 27%

Source: PubChem
